# Screening results deposited in PubChem BioAssay by National Center for Advancing Translational Sciences (NCATS).
# SMN2 splice enh: enhancers of SMN2 splice variant expression | HEK293 SMN2-luciferase splicing reporter, luminescence, 30-36 h | Potency, µM (top dose mostly 46.1 µM), inactives show at the top dose activity change, positive = activation, hits mostly activators | hit rate 2.8% among 210,000 | AID 1458; further: % of control where 0% means no effect; nearly all actives have a fitted effect of over 55% in size
#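 HEK293 cells carry an SMN2 minigene-luciferase reporter in which exon 7 inclusion puts luciferase in frame. Cells were seeded at 2000 cells/well, attached for 10-12 hours, then exposed to compounds for 30-36 hours at 37C before ONE-Glo luminescence.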
# ALDH1A1 inh: inhibitors of human aldehyde dehydrogenase 1A1 | P00352 | Purified ALDH1A1, NADH fluorescence, propionaldehyde substrate | Potency, µM (doses to about 75.3 µM), without a hit: at the top dose activity, negative = inhibition, actives largely listed as inhibitors | hit rate 7.3% among 220,000 | AID 1030; active means well fitted inhibition curve with a large enough effect, not every such curve was filed as active; inconclusive means small, poorly fitted or top-dose-only effect, or another doubt; inactive means no such curve, though single readings can be large or run the other way;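 further: plate controls were no enzyme wells and a reference inhibitor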
# Target sequence (P00352 whole entry, looked up): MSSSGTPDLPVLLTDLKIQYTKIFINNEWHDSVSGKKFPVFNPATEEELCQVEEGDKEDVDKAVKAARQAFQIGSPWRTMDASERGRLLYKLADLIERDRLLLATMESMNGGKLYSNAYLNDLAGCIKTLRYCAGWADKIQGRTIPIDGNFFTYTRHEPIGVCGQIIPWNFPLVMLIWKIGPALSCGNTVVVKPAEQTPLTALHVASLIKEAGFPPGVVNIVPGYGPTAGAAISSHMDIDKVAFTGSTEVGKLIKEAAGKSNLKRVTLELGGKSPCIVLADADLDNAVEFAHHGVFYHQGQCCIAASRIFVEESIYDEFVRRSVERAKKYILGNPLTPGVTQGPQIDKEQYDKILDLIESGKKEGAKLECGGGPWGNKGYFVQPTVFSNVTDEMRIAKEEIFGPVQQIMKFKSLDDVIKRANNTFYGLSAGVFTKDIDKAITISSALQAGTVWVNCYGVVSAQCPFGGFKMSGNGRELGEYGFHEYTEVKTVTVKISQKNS
# Tau fluor cs: counter-screen for tau fibril formation inhibitors; Potency, µM (series often up to 57.7 µM), for the others: at the top dose activity change, negative = decrease; hit rate 0.93% among 280,000; tau K18 P301L Alexa594 fluorescence, heparin fibrillization; further: on the % scale 0 is the no-effect control and ±100 the full control effect; nearly all actives have a fitted effect of over 55% in size
#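 Human tau K18 P301L (15 uM unlabeled, 0.24 uM Alexa 594-labeled) in 100 mM sodium acetate pH 7 with 20 uM heparin, 6 hr at 37 C. ThT 30 uM added, 1 hr ambient; Alexa 594 FP and total fluorescence read at 555/632 nm.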
# Tau ThT inhib: blocks human tau fibril formation measured by thioflavin T; recombinant tau K18 P301L, heparin-induced fibrillization, ThT fluorescence; Potency, µM (titrated, usually from 57.4 µM), for the others: top-dose activity, negative = inhibition, usual class: inhibitors; hit rate 2.1% among 270,000; AID 1460; further: on the % scale 0 is the no-effect control and ±100 the full control effect; nearly all actives have a fitted effect of over 55% in size
# Target sequence (P10636 561-689 P618L limits assumed): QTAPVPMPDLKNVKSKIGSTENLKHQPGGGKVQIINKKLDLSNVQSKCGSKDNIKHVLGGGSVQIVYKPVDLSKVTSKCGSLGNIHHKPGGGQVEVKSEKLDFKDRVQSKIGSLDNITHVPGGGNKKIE
#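 Using a mix of unlabeled (15 uM) and Alexa 594-labeled (0.24 uM) tau K18 P301L, heparin-triggered fibrillization over 6 hr at 37 C was scored by ThT fluorescence.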
# Tau fibril FP: tau fibrillization inhibition (FP); P10636; K18 P301L tau heparin fibrillization, Alexa594 FP, 6 h; Potency, µM (top dose mostly 57.7 µM), inactives show at the top dose activity, negative = inhibition, most hits filed as inhibitors; hit rate 0.39% among 280,000; AID 1468; further: on the % scale 0 is the no-effect control and ±100 the full control effect; nearly all actives have a fitted effect of over 55% in size
#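 Compound effects on tau fibrillization are measured by Alexa 594 fluorescence polarization (ex 555, em 632 nm). K18 P301L tau is used at 15 uM with 0.24 uM labeled tracer, and 20 uM heparin induces aggregation over 6 hr at 37 C.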
# HTT ATP protect: Huntington cell model cytoprotection by ATP luminescence | PC12 HTT-Q103 induced, cytoprotection, ATP luminescence, 40 h | Potency, µM (titrated, usually from 56.4 µM), without a hit: cytoprotection (ATP increase), usual class: activators | hit rate 0.14% among 230,000;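 further: % of control where 0% means no effect; nearly all actives have a fitted effect of over 45% in size; toxic huntingtin expression switched on by the ecdysone agonist tebufenozide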
#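 Compounds added alongside 100 nM tebufenozide, which induces toxic Q103 huntingtin exon 1-GFP in stable PC12 cells; surviving cells quantified by luminescent ATP measurement. Medium: phenol red-free DMEM, 5% equine and 5% calf serum.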
# * marks the source's active call; other numbers are inactive results; ? = inconclusive; · = no result given; [ ] = another dose, or the depositor's remark. Unless noted, the call rests on the fitted dose curve; in most records, active means well fitted curve in the direction sought with a large enough effect; inconclusive means small, poorly fitted or top-dose-only effect, or another doubt; inactive means no such curve, though single readings can be large; an effect the other way counts as inactive or inconclusive. Potency means the concentration at half of the fitted maximal effect. Only part of the results is shown; count on the stated rates, not on these rows.
smiles	SMN2 splice enh	ALDH1A1 inh	Tau fluor cs	Tau ThT inhib	Tau fibril FP	HTT ATP protect
CC(C#N)CCC#N (centres undefined)	3.3%	8.9%	·	·	·	-14.6%
O=C(Cl)C(Cl)(Cl)Cl	13.1%	-5.2%	·	·	·	-5.3%
C[C@H](CN(C)C)C(C#N)(c1ccccc1)c1ccccc1	-6.6%[9.22 µM]	14.5%[13.5 µM]	·	·	·	13.3%[10 µM]
CC1CC(=O)O1 (centres undefined)	?	8.9%	·	·	·	-45.5%[inhibitor]
FC(F)(F)c1ccc(Cl)cc1	22.4%	0.2%	·	·	·	-1.5%
O=S(=O)(O)c1ccc(O)c2ncccc12.O=S(=O)(O)c1ccc(O)c2ncccc12.[Zn]	-15.6%[9.22 µM]	?	·	·	·	-1.8%[10 µM]
CC(Cl)(Cl)Cl	7.0%	-1.7%	·	·	·	-2.5%
N#CCCCC[N+]12CN3CN(CN(C3)C1)C2	-9.6%[9.22 µM]	2.3%[13.5 µM]	·	·	·	-5.8%[10 µM]
CN(C)CCCc1c[nH]c2ccccc12	-17.1%[9.22 µM]	2.7%[13.5 µM]	·	·	·	9.4%[10 µM]
CCCCCCCCCCCCCl	10.2%	17.1%	·	·	·	6.6%
N#CC(O)c1ccccc1 (centres undefined)	3.8%	0.2%	·	·	·	0.9%
COC1=CC(=O)O[C@@H](/C=C/c2ccc3c(c2)OCO3)C1	-80.2%[inhibitor]	25.1µM*	·	·	·	-79.4%[inhibitor]
O=C(O)[C@H]1[O][Sb][O][C@@H](C(=O)O)C1O (some centres undefined)	-5.2%[9.22 µM]	8.6%[13.5 µM]	·	·	·	-1.1%[10 µM]
O=C(CCl)c1ccccc1	0.4%	0.0794µM*	·	·	·	-71.7%[inhibitor]
CCCSC(=O)Cl	1.3%	-21.0%	·	·	·	-5.9%
CCCOC(=O)c1ccccc1C(=O)OCCC	-0.6%	?	·	·	·	-12.0%
ClCc1ccccn1	-0.5%	2.0%	·	·	·	25.2%
ClCC(Br)CBr (centres undefined)	3.7%	?	·	·	·	7.7%
CCOc1ccc(CCNC(=O)c2ccc(-n3c(C)cc4c3CCCC4)cc2)cc1OCC	·	·	-15.7%	?	-12.0%	·
CCSc1nnc(NC(=O)c2cccn(Cc3ccccc3Cl)c2=O)s1	·	·	-10.3%	-3.3%	-7.4%	·
COc1ccc(CCNc2nccn(-c3ccc(C)c(C)c3)c2=O)cc1OC	·	·	-14.0%	?	-0.2%	·
CCOc1cc2[nH]c(=O)n(CCCC(=O)N3CCN(c4cccc(Cl)c4)CC3)c(=O)c2cc1OCC	·	·	-29.4%	?	10.9%	·
COc1ccc(OCC(=O)N2CCN(CCc3ccncc3)CC2)cc1	·	·	0.3%	-3.3%	-8.2%	·
N#Cc1cc([N+](=O)[O-])ccc1NC(=O)c1cccn(Cc2cccc(F)c2)c1=O	·	·	-15.8%	-3.2%	-5.5%	·
COc1ccc2nc(N3CCN(C(=O)CS(=O)(=O)c4ccc(C)cc4)CC3)sc2c1	·	·	-12.6%	?	6.7%	·
Cc1cc(C)cc(OCC(=O)Nc2ccc(-c3nc4ccccc4s3)cc2)c1	·	·	-11.1%	?	-9.6%	·
O=c1c2ccccc2nc(/C=C/c2cccc3ccccc23)n1-c1ccc(Cl)cc1	·	·	-1.1%	4.3%	-15.6%	·
Cc1ccc(NC(=O)CN2C(=O)CN=C(c3ccccc3)c3ccccc32)cc1	·	·	-12.1%	-3.2%	-1.9%	·
CCOc1ccc2nc(NC(=O)c3cccn(Cc4ccc(C)cc4)c3=O)sc2c1	·	·	-2.0%	-1.0%	-5.6%	·
CCOc1ccc2nc(NC(=O)c3cccn(Cc4ccccc4Cl)c3=O)sc2c1	·	·	-10.0%	-6.2%	-7.4%	·
COc1cccc(CN2CCc3nc(N4CCN(c5ncccn5)CC4)ncc3C2)c1	·	·	-4.0%	?	-3.1%	·
Cc1cccc(-n2nc(C)c(C(=O)N3CCN(c4ccccc4)CC3)c2-n2cccc2)c1	·	·	-20.3%	?	6.7%	·
CCn1c(CN2CCN(C)CC2)nc2ccccc21	·	·	-2.5%	-0.5%	-1.0%	·
Cc1ccc(-n2c(/C=C/c3cc(Br)cs3)nc3ccccc3c2=O)cc1C	·	·	-0.5%	-4.8%	0.4%	·
O=C1CC(c2ccc(C(F)(F)F)cc2)c2c(c3ccccc3oc2=O)O1 (centres undefined)	·	·	5.9%	2.7%	5.7%	·
COc1cc(OC)cc(C(=O)Nc2nc(-c3nnn(-c4ccc(C)cc4)c3C)ns2)c1	·	·	-22.3%	?	-1.0%	·
O=C1CC(c2ccc(Br)cc2)c2c(c3ccccc3oc2=O)O1 (centres undefined)	·	·	0.5%	3.2%	-2.4%	·
Cc1cccc(CN2C(=O)CN=C(c3ccccc3)c3cc(Cl)ccc32)c1	·	·	-13.7%	-14.5%	3.5%	·
Cc1ccc(OCC(=O)N2CCN(CCc3ccncc3)CC2)cc1C	·	·	4.1%	1.7%	-1.3%	·
O=C(COc1ccccc1Cl)N1CCN(CCc2ccncc2)CC1	·	·	-0.9%	-4.3%	2.7%	·

# A second format for two compounds above.
# Order of values – SMN2 splice enh, ALDH1A1 inh, Tau fluor cs, Tau ThT inhib, Tau fibril FP, HTT ATP protect
Cc1cccc(-n2nc(C)c(C(=O)N3CCN(c4ccccc4)CC3)c2-n2cccc2)c1
 : ·, ·, -20.3%, ?, 6.7%, ·
CCn1c(CN2CCN(C)CC2)nc2ccccc21
 : ·, ·, -2.5%, -0.5%, -1.0%, ·

# Continuation.
smiles	SMN2 splice enh	ALDH1A1 inh	Tau fluor cs	Tau ThT inhib	Tau fibril FP	HTT ATP protect
COc1ccc(NC(=O)c2cccn(Cc3ccc(Cl)cc3)c2=O)c(OC)c1	·	·	-29.8%	?	-8.2%	·
CSc1ccc(/C=C/c2nc3ccccc3c(=O)n2-c2cccc(Cl)c2C)cc1	·	·	0.7%	-2.3%	-5.7%	·
COc1cccc(NC(=O)c2cccn(Cc3ccccc3C)c2=O)c1	·	·	-22.9%	?	0.2%	·
CCc1ccc(Nc2nc3c(S(=O)(=O)c4ccc(C)cc4)nnn3c3ccsc23)cc1	·	·	-28.6%	11.4%	?	·
Cc1cccc(Cn2cccc(C(=O)Nc3ccc(F)cc3F)c2=O)c1	·	·	-7.8%	-2.4%	?	·
Cc1ccc(-n2c(/C=C\c3ccc(F)c(F)c3)nc3ccccc3c2=O)c(C)c1	·	·	-8.2%	-5.7%	-0.9%	·
Cc1ccc(-n2c(/C=C\c3ccc(F)cc3)nc3ccccc3c2=O)cc1Cl	·	·	-4.0%	1.6%	-3.8%	·
CC(C)c1ccc(CNC(=O)c2ccc(N3CCCC3)c(NC(=O)NCc3ccccc3)c2)cc1	·	·	?	?	9.6%	·
Cc1ccc(C(=O)Nc2ccccc2)cc1S(=O)(=O)N1CCCC1	·	·	-9.2%	-3.7%	-8.3%	·
O=[N+]([O-])c1ccc(S(=O)(=O)N2CCn3cccc3C2c2ccccc2F)cc1 (centres undefined)	·	·	?	-12.7%	1.4%	·

# Structural class: those above with a Cl atom.
smiles	SMN2 splice enh	ALDH1A1 inh	Tau fluor cs	Tau ThT inhib	Tau fibril FP	HTT ATP protect
O=C(Cl)C(Cl)(Cl)Cl	13.1%	-5.2%	·	·	·	-5.3%
FC(F)(F)c1ccc(Cl)cc1	22.4%	0.2%	·	·	·	-1.5%
CC(Cl)(Cl)Cl	7.0%	-1.7%	·	·	·	-2.5%
CCCCCCCCCCCCCl	10.2%	17.1%	·	·	·	6.6%
O=C(CCl)c1ccccc1	0.4%	0.0794µM*	·	·	·	-71.7%[inhibitor]
CCCSC(=O)Cl	1.3%	-21.0%	·	·	·	-5.9%
ClCc1ccccn1	-0.5%	2.0%	·	·	·	25.2%
ClCC(Br)CBr (centres undefined)	3.7%	?	·	·	·	7.7%
CCSc1nnc(NC(=O)c2cccn(Cc3ccccc3Cl)c2=O)s1	·	·	-10.3%	-3.3%	-7.4%	·
CCOc1cc2[nH]c(=O)n(CCCC(=O)N3CCN(c4cccc(Cl)c4)CC3)c(=O)c2cc1OCC	·	·	-29.4%	?	10.9%	·
O=c1c2ccccc2nc(/C=C/c2cccc3ccccc23)n1-c1ccc(Cl)cc1	·	·	-1.1%	4.3%	-15.6%	·
CCOc1ccc2nc(NC(=O)c3cccn(Cc4ccccc4Cl)c3=O)sc2c1	·	·	-10.0%	-6.2%	-7.4%	·
Cc1cccc(CN2C(=O)CN=C(c3ccccc3)c3cc(Cl)ccc32)c1	·	·	-13.7%	-14.5%	3.5%	·
O=C(COc1ccccc1Cl)N1CCN(CCc2ccncc2)CC1	·	·	-0.9%	-4.3%	2.7%	·
COc1ccc(NC(=O)c2cccn(Cc3ccc(Cl)cc3)c2=O)c(OC)c1	·	·	-29.8%	?	-8.2%	·
CSc1ccc(/C=C/c2nc3ccccc3c(=O)n2-c2cccc(Cl)c2C)cc1	·	·	0.7%	-2.3%	-5.7%	·
Cc1ccc(-n2c(/C=C\c3ccc(F)cc3)nc3ccccc3c2=O)cc1Cl	·	·	-4.0%	1.6%	-3.8%	·
